Assay outcomes deposited in PubChem by several laboratories.
MITF TRPM1 inh: reduces MITF-dependent TRPM1 promoter luciferase signal; SK-MEL-5 TRPM1 promoter luciferase, 24 h; inhibition, % at 12.5 µM; 330,000 compounds, 0.83% hits;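 active = mean inhibition across replicates of 60% or more, whatever share of single replicates reaches that level; inconclusive = some that reach 60%, reason not given; inactive = mean inhibition across replicates below 60%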; also: values of inactives mirror those of a sister screen read the other way
NR2E3 ag-1: NR2E3 (human) agonism; 320,000 compounds, 0.12% hits; Q9Y5X4; GST-NR2E3/biotin-RetCOR TR-FRET, 1536-well; AID 2300; inhibition of corepressor binding, % at 4.78 µM;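 active = percent inhibition above the cutoff of mean plus 3 SD of all tested compounds, set per screening campaign, cut at about 20% in these data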;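 also: 0% = DMSO wells and 100% = biotin wells as full block of FRET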
Target sequence (Q9Y5X4 whole entry, looked up): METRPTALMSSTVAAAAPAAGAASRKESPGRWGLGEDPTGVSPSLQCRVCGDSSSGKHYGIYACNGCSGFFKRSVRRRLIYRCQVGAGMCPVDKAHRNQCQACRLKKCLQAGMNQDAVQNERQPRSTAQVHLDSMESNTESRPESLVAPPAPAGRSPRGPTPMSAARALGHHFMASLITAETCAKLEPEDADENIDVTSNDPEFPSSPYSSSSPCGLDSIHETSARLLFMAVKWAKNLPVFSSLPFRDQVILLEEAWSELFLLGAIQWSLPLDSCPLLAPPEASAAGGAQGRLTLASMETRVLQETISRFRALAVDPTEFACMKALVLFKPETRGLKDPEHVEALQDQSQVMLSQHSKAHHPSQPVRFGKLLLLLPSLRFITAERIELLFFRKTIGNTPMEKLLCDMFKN
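System: GST-tagged NR2E3 plus biotinylated RetCOR corepressor; Amount: 1.35 nM GST-tagged NR2E3 final; Dosing: single nominal compound dose of 4.8 µM; Schedule: 5 h incubation at 4 °C; Technique: TR-FRET with europium anti-GST and streptavidin-D2, 340 nm excitation; Controls: biotin wells as high control, 0.6% DMSO wells as low control.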
CaV13 ICDI inh: Disruptors of the CACNA1D IQ motif to Ca2+-dependent inactivation inhibitor domain association, primary screening, Förster resonance energy transfer in intact living …. HEK cells, CFP/YFP FRET ICDI-IQ, plate reader, 10 min; percent FRET-ratio fall versus neutral wells. inhibition, % at 12.3 µM. 340,000 compounds, 0.098% hits;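 active = mean replicate inhibition of at least 30% and at least 1% of replicates passing that level; inconclusive = only one of the two criteria is met; inactive = neither criterion is met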;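 also: 0% = median of the neutral control wells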
Vif imaging: blocks HIV Vif function | HEK293T cells, Vif self-association by quenched fluorescence, imaging, 24 h | inhibition, % at 7.49 µM | 340,000 compounds, 0.35% hits | AID 602346; in the data active = inhibition above about 50%, passing the limit was not always enough; inconclusive = no clear call, values can overlap the other calls; inactive = below about 31%; also: some results filed as inactive read as strong as hits
NR2E3 ag-2: agonists of human NR2E3 nuclear receptor; Q9Y5X4; CHO-S Gal4-NCOR/VP16-NR2E3 two-hybrid, luciferase; inhibition of corepressor binding, % at 3.98 µM; 360,000 compounds, 0.35% hits; AID 602229;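 active = inhibition above the mean of all tested compounds plus 3 SD, cut at about 70% in these data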;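 also: 0% = DMSO with NR2E3 transfected cells and 100% = cells lacking NR2E3 construct; higher means lower luciferase signal from less NR2E3 corepressor binding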
HIF-2a block: inhibitors of HIF-2a. 786-0 RCC cells HIF-2a reporter, luciferase luminescence, overnight. inhibition, % at 18.8 µM. AID 624352. 360,000 compounds, 0.72% hits;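 active = inhibition of the luminescence signal of 40% or more relative to plate controls, in a single-dose primary screen at 18.75 µM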
Peg3 promoter: inhibitors of Peg3 promoter | 360,000 compounds, 1.7% hits | AID 588405 | inhibition, % at 20 µM | HeLa PEG-Prom luciferase reporter, luminescence, overnight;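 active = inhibition of at least 50% at 20 µM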
aDG glyco act: alpha-DG glycosylation activation | AID 624168 | 360,000 compounds, 0.22% hits | Pro5-aDG cells, alpha-DG glycosylation AlphaScreen (IIH6); 0% Pro5, 100% B10-LARGE cell signal | activation, % at 10 µM;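 active = activation of at least 8% versus controls, or a plate z-score of at least 8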;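 also: Pro5 are CHO cells carrying HIG-tagged alpha-DG that lacks glycosylation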
hiPSC survival: increases survival of single human iPS cells. hiPSC single-cell survival, ATPlite luminescence; 100% = ROCK inhibitor wells, 0% = DMSO. 360,000 compounds, 0.044% hits. survival enhancement, % at 20 µM; in the data active = survival enhancement above about 18%;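 also: cells exposed to compounds for 16 hours before the ATP read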
PDI turbidity: inhibitors of human protein disulfide isomerase; P07237; 350,000 compounds, 0.052% hits; inhibition, % at 10 µM; PDI insulin aggregation turbidity, A650, 90 min;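 active = mean inhibition across replicates of 30% or more, whatever share of single replicates reach that level; inconclusive = mean inhibition below 30% while every single replicate reaches 30%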;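 also: absorbance from insulin aggregation driven by PDI reduction with DTT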
Target sequence (P07237 whole entry, looked up): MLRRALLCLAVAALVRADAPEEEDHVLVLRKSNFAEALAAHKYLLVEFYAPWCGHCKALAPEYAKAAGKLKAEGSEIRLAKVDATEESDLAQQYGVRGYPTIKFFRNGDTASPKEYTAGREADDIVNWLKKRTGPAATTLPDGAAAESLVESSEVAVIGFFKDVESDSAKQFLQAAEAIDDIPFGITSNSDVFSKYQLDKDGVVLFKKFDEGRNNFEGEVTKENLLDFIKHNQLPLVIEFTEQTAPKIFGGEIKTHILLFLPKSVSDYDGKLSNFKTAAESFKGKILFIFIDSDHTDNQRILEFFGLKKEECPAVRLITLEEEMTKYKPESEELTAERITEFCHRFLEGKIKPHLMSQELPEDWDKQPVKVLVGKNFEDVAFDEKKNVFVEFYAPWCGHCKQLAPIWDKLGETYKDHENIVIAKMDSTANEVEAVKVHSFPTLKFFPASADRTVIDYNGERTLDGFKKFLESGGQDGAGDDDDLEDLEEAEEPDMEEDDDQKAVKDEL
Exocytosis inh: blocks lytic granule exocytosis. inhibition, % at 10 µM. AID 651702. 360,000 compounds, 0.66% hits. TALL-104 LAMP-1 surface exposure, flow cytometry; cells stimulated with thapsigargin and PMA;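 active = inhibition above about 55%, limit read from the data; inconclusive = no clear call, values can overlap the other calls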
The depositor's hits bear a star; ? = inconclusive; / = not tested or not shown.

SMILES	MITF TRPM1 inh	NR2E3 ag-1	CaV13 ICDI inh	Vif imaging	NR2E3 ag-2	HIF-2a block	Peg3 promoter	aDG glyco act	hiPSC survival	PDI turbidity	Exocytosis inh
O=[N+]([O-])c1cccc(/C=N/Nc2nnc(-c3ccccc3)c(-c3ccccc3)n2)c1	-8	0	-3	7	-11	18	12	0.3	-0.6	-7	-2
O=C(NCC(=O)N(Cc1ccco1)C(C(=O)NC1CCCC1)c1cccnc1)c1cccs1 (stereo unspecified)	2	-1	-4	3	-3	0	6	-0.1	1.8	3	5
Cc1ccc(S(=O)(=O)N2CCC(C(=O)N3CCCCCCC3)CC2)cc1	-6	/	-5	-1	4	16	3	-0.2	-0.2	-2	4
CCc1ccccc1NC(=O)c1ccc(NCCc2ccccc2)c([N+](=O)[O-])c1	-18	1	-4	1	-21	-9	11	0.3	-1.2	-2	1
COc1ccc(NC(=O)CN(C)C(=O)CNC(=O)Cc2cccc3ccccc23)cc1	6	-5	-6	-1	1	11	13	-0.3	1.0	0	-4
O=C(N=C1c2ccccc2CN1c1ccc(F)c(F)c1)c1cccnc1	-19	-2	1	-1	6	-109	-53	0.0	0.2	1	-2
Nn1c(Cc2ccccc2F)nnc1SCC(=O)N1CC(=O)Nc2ccccc21	7	4	-5	-2	-25	8	-4	-0.2	-1.4	3	1
COc1ccc2c(c1)[N+](C)(C)C(C)(C)C=C2C	13	3	-1	6	11	12	22	-0.4	1.2	0	4
C=CCn1c(SCC(=O)N2CCOCC2)nc(O)cc1=O	8	1	-3	14	-4	8	3	-0.1	1.5	-2	-1
CCCn1c(SCc2ccccc2)nc2c1c(=O)[nH]c(=O)n2C	-7	2	-7	-4	12	23	0	0.3	32*	2	2
Cc1cccc(C)c1NC(=O)CCCSc1nnc(-c2ccc(F)cc2)n1-c1ccccc1	23	4	-14	1	-25	3	23	0.5	2.9	1	1
COC(=O)C1=C(C(=O)OC)[C@]2([C@H]3CC=CCN[C@@H](Cc4ccccc4)C(=O)N3Cc3ccccc3)C=C[C@H]1O2	13	/	-9	-22	-43	6	4	-0.2	-1.2	11	-3
CC(=O)Nc1ccc(C(=O)CSc2nnnn2C)cc1	-17	0	7	-3	1	-1	-11	0.1	1.3	-5	-1
COc1ccc(/C=C2\SC(=S)N(CCC(=O)NC3C=CS(=O)(=O)C3)C2=O)cc1 (stereo unspecified)	16	2	-7	11	-28	75*	-47	-0.2	-0.6	0	1
CCOC(=O)C1=C(O)CSC1=Nc1ccccc1	6	4	-6	3	5	-8	2	-0.1	-2.1	-1	1
Cc1cc(C)cc(NC(=O)COC(=O)[C@@H](NC(=O)c2ccco2)C(C)C)c1	15	3	-2	-4	6	10	1	-0.2	1.2	6	-4
O=C(CC(=O)N/N=C/c1c(Cl)cccc1Cl)NCc1cccnc1	7	-2	-6	-10	-8	21	-6	0.2	-0.4	9	8
COC(=O)c1c(C(=O)OC)c2cccc3cc(-c4ccccc4)c4ccc1c4n32	8	1	/	-14	-37	-2	6	-0.5	-0.6	-11	2
Cc1c(C#N)c(=O)oc2ccc3ccccc3c12	1	2	-4	-4	-27	11	7	0.2	-0.3	0	1
Cc1c(C(=O)N2CCN(c3ncccn3)CC2)oc2c(Cl)cccc12	-14	-1	-6	-4	15	-22	-4	0.2	2.5	10	17
O=C(NCc1ccc(Cl)cc1)C(=O)NCC(c1cccnc1)N1CCN(c2ccc(F)cc2)CC1 (stereo unspecified)	5	-1	-16	-14	-6	16	14	3.5	-0.3	3	11
CC(=O)c1cccc(NC(=O)COc2cc(C)on2)c1	2	-3	-2	-3	11	0	-4	0.0	0.7	8	0
C[C@H](CO)N1C[C@H](C)[C@@H](CN(C)S(C)(=O)=O)Oc2ccc(NS(=O)(=O)c3ccccc3)cc2C1=O	-5	/	-1	12	-12	6	-2	0.0	-0.7	2	-5
Cc1ccc(C(=O)NC(C)c2ccc(-n3ccnc3)cc2)c(C)c1 (stereo unspecified)	1	1	-5	-5	-4	11	8	0.0	-0.3	-8	-1
NC1=NC2(CCN(Cc3ccccc3)CC2)n2c(nc3ccccc32)N1	10	-1	-6	7	-8	30	8	-0.1	1.8	3	-1

New compounds follow
SMILES	MITF TRPM1 inh	NR2E3 ag-1	CaV13 ICDI inh	Vif imaging	NR2E3 ag-2	HIF-2a block	Peg3 promoter	aDG glyco act	hiPSC survival	PDI turbidity	Exocytosis inh
CCOCCCNC(=O)c1cc(Sc2ccc(F)cc2)nc2ccccc12	5	5	-5	-6	-5	10	24	0.0	-1.1	1	2
CCOc1ccccc1CNC(=O)c1cc2oc3ccccc3c2n1C	-1	2	-4	2	-22	-54	-6	1.7	0.8	8	0
CCCC(=O)N(CCN1CCOCC1)c1nc2c(F)cc(F)cc2s1	-24	3	-7	3	-57	-124	-139	0.2	0.5	1	0
CC(Oc1ccccc1)C(=O)Nc1nc(-c2ccncc2)cs1 (stereo unspecified)	-12	5	-2	-3	-1	28	-4	0.1	25*	7	1
CN(CCc1ccccn1)C(=O)CCc1nnc(CCCc2ccccc2)o1	-23	2	6	-1	-53	-208	-208	-0.3	-1.0	-4	0
O=C(NCc1ccccc1)c1cccc2c1C(=O)c1ccc(/C=C/c3ccccc3)cc1S2(=O)=O	3	/	-35	4	-2	-6	31	-0.5	-2.0	6	7
Cc1ccc(NC(=O)CN(C)C(=O)COc2ncnc3ccc(Br)cc23)cc1	-1	0	-3	-6	-22	8	-5	0.2	-0.6	3	2
CCN(CC)S(=O)(=O)c1cccc(NC(=O)CN2C(=O)NC3(CCOc4ccccc43)C2=O)c1 (stereo unspecified)	-9	/	-6	/	-35	-14	-41	0.1	-0.1	0	-4
Brc1ccc(-c2csc(N3CCC(c4ccccc4)C3)n2)cc1 (stereo unspecified)	-34	1	-5	-8	11	-222	-274	-0.2	-1.3	-4	1
COc1c2ccoc2cc2oc(C)cc(=O)c12	3	0	/	1	-14	1	5	0.2	2.5	/	-2
O=c1cc(CCl)nc(Cc2c(Cl)cccc2Cl)[nH]1	16	1	-2	16	-13	28	30	0.0	-0.7	6	0
Cc1cc(OCC(=O)C(C)(C)C)c2c(-c3ccccc3)cc(=O)oc2c1	2	-3	-18	-9	-11	3	18	0.0	0.0	-3	43
CCN(CC)C(=O)Cn1cc(S(=O)(=O)CC(=O)Nc2ccccc2C)c2ccccc21	-5	-3	/	-4	8	17	1	0.1	-0.3	8	-5
CC[C@@H]1Cc2[nH][nH]c(=O)c2[C@H](c2ccc(Cl)cc2)O1	/	/	-6	/	-21	-1	/	-0.2	-0.5	/	-3
Cc1cc(-n2nnc3ccccc32)nc2ccccc12	-4	-3	-5	1	-10	-177	-91	0.4	3.3	5	-2
CC(=O)Nc1ccc(C(=O)NCCCOC(C)C)cc1	0	-4	-5	-2	9	-1	7	-0.5	1.6	4	0
COc1ccc(OC(=O)COc2ccc(C)cc2)cc1	13	3	-7	-6	-28	17	3	0.2	0.0	-3	-2
CC(C)c1ccc(N(CC(=O)NCCCN2CCOCC2)S(=O)(=O)c2ccccc2)cc1	-7	/	-2	-4	2	-4	-10	-0.1	-0.4	-1	-6
CC(OC(=O)CCCc1nc2ccccc2s1)C(N)=O (stereo unspecified)	-21	0	-6	/	-7	-45	-10	-0.4	3.8	-4	-2
COc1cccc(OC)c1C(=O)Nc1sc2c(c1C#N)CCC2	-6	1	-21	5	-34	0	-17	-0.2	-0.2	-2	-9
CCOc1ccccc1NC(=O)C1CCCN(S(C)(=O)=O)C1 (stereo unspecified)	3	-1	-3	3	-20	14	0	0.0	-0.7	-1	0
Cc1ccc(-n2cccc2/C=C2/C(=N)N3C(=NC2=O)SN=C3S(C)(=O)=O)cc1Cl	-12	2	-3	-1	24	19	-3	-0.3	0.5	-1	-2
Cc1sc2nc(SCc3nc(-c4cccs4)no3)n(-c3ccccc3)c(=O)c2c1C	12	2	/	0	-17	11	23	-0.1	-1.8	-2	-3
CC(C)(C)Sc1ccccc1S(=O)(=O)C(C)(C)C	-9	3	-3	11	0	20	-1	-0.1	-0.6	4	3
Cc1nc2scc(C)n2c(=O)c1S(=O)(=O)Nc1ccc(N2CCN(C(=O)C(C)C)CC2)cc1	8	-3	-7	7	10	8	11	0.3	-0.5	0	-4

Grouped by structure, the compounds so far containing a cyano group (2)
SMILES	MITF TRPM1 inh	NR2E3 ag-1	CaV13 ICDI inh	Vif imaging	NR2E3 ag-2	HIF-2a block	Peg3 promoter	aDG glyco act	hiPSC survival	PDI turbidity	Exocytosis inh
Cc1c(C#N)c(=O)oc2ccc3ccccc3c12	1	2	-4	-4	-27	11	7	0.2	-0.3	0	1
COc1cccc(OC)c1C(=O)Nc1sc2c(c1C#N)CCC2	-6	1	-21	5	-34	0	-17	-0.2	-0.2	-2	-9

(listing goes on)
SMILES	MITF TRPM1 inh	NR2E3 ag-1	CaV13 ICDI inh	Vif imaging	NR2E3 ag-2	HIF-2a block	Peg3 promoter	aDG glyco act	hiPSC survival	PDI turbidity	Exocytosis inh
C=CCNC(=O)c1ccc(Sc2ccccc2)c([N+](=O)[O-])c1	5	3	/	1	0	16	2	0.0	3.1	-9	-1
COc1ccc(-c2nn(-c3ccccc3)cc2C(=O)NC2CC2)cc1	-21	2	-3	4	-13	-16	-22	-0.3	0.4	4	2
CCCCOc1cccc(C(=O)NNC(=S)NC2CCCCC2)c1	2	3	/	-2	-16	-47	-28	0.4	1.5	-2	2
COc1ccccc1C(=O)NC(=S)Nc1ccc(N2CCOCC2)c(Cl)c1	-12	0	1	-7	-48	-51	-37	-0.1	0.0	-10	-1
O=C(NNC(=O)c1ccc(Cl)cc1Cl)c1cccs1	-77	2	-5	4	-117	-183	-193	-0.1	0.0	-2	-1
O=C(CCN1CCN(S(=O)(=O)c2ccc(Cl)cc2)CC1)Nc1ccc(F)cc1	9	3	-7	-5	16	0	6	0.4	0.2	6	16
Cc1ccc2nc(SCC(=O)NC3CCCCC3)nc(=O)n2c1	0	3	-4	5	-18	-2	-14	0.4	-0.3	-3	-6
CC(C)CCn1c(N2CCCC2)nc2c1c(=O)n(C)c(=O)n2C	0	-1	?	-2	-33	16	1	-0.1	-0.2	7	0
CCCCCCC(=O)Nc1c2c(nc3ccccc13)N(C)CC2	5	4	/	/	3	4	15	0.0	-0.7	0	-2
CCC(C)(C)NC(=O)C(c1ccc(F)cc1)N(Cc1cccc(OC)c1)C(=O)c1cnccn1 (stereo unspecified)	2	1	17	-5	3	-5	58*	-0.4	-1.3	6	-1
CCC(C)Nc1cc(C)nc2ncnn12 (stereo unspecified)	0	-2	0	0	-3	7	12	0.4	-0.9	2	2
CC(=O)CC(=O)Nc1ncccn1	3	-6	-4	2	-8	9	9	-0.3	2.1	-6	-1
CS(=O)(=O)N(CC(=O)Nc1ccc2c(c1)OCCO2)Cc1ccc(Cl)cc1	-12	0	-2	6	1	-1	-20	-0.2	2.9	4	-2
